Source: PubChem BioAssay
TAAR1 antag: antagonists of human TAAR1. 1.5% of 360,000 active. inhibition, % at 3 µM. CHO RD-HGA16 TAAR1, Fluo-8 calcium fluorescence, antagonist. AID 624466;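 active means inhibition above a per-plate cutoff, the mean inhibition of test compounds on that plate plus 3 SD, cut at about 49% in these data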;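 further: 0% = DMSO plus EC80 beta-PEA response and 100% = DMSO alone without agonist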
Target sequence (Q96RJ0 whole entry, looked up): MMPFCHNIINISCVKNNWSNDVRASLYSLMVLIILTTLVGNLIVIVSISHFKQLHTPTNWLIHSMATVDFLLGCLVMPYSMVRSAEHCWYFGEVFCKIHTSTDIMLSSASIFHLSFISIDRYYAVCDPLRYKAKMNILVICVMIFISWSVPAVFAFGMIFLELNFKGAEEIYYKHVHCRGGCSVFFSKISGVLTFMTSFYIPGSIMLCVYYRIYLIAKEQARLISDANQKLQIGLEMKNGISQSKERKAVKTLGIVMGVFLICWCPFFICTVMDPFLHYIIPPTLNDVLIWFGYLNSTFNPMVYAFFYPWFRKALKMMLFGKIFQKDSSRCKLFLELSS
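System: RD-HGA16 CHO cells with stable hTAAR1 and Gα16 | Probe or stimulus: EC80 β-phenethylamine stimulus | Dosing: 3 µM, single point | Times: Dye loading 75 min at 37 °C, then 30 min room temperature | Measured by: Fluo-8 calcium-sensitive fluorescence | Read-out basis: % inhibition of agonist calcium response | Replicates: n of 1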
V1R ag counter: counter-screen for oxytocin receptor agonists: human V1a receptor agonists; activation, % at 3 µM; 0.25% of 320,000 active; CHO-V1R cells, Fluo-8 calcium fluorescence, agonist mode; 0% DMSO, 100% 3 nM vasopressin; P37288;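 active means activation above the mean activation of all tested compounds plus 3 SD, per screening run, cut at about 20% in these data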;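 further: signal is peak over basal fluorescence ratio across a 100 second FLIPR read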
OXTR ag: activates the human oxytocin receptor | 0.32% of 320,000 active | AID 2435 | P30559 | activation, % at 3 µM | CHO-OTR cells, Fluo-8 calcium fluorescence; normalized: DMSO 0%, oxytocin 100%;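 active means activation above the mean of all tested compounds plus 3 SD, cutoff set per screening run, cut at about 20% in these data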;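 further: peak over basal fluorescence ratio from a 100 s FLIPR kinetic read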
CHRM1 agonist: agonists of human M1 muscarinic receptor. AID 588814. CHO-K1 hM1, Fluo-8 calcium fluorescence, agonist mode; 0% DMSO, 100% acetylcholine EC100. 0.33% of 360,000 active. activation, % at 3 µM. P11229;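 active means activation above the run's mean compound activation plus 3 SD, cut at about 16% in these data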;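 further: peak over basal fluorescence ratio within a 140 s kinetic read after compound addition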
Target sequence (P11229 whole entry, looked up): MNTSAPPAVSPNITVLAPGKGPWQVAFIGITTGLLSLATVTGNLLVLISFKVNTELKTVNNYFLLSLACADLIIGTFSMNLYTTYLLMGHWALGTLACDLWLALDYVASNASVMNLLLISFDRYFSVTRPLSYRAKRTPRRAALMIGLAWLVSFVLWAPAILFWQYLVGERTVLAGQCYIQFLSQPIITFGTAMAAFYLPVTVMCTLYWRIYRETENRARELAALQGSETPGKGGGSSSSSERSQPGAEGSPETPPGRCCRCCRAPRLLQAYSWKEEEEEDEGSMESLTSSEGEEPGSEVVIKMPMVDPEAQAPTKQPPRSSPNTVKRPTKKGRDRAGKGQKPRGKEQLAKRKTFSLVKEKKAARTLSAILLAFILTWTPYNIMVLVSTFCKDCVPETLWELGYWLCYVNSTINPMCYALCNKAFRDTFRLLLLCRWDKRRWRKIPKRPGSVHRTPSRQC
CHRM1 PAM: positive allosteric modulators of human M1 muscarinic receptor. P11229. CHO-K1 hM1, Fluo-8 calcium fluorescence, ACh EC20; 0% = ACh EC20, 100% = maximal ACh. activation, % at 3 µM. 0.088% of 360,000 active. AID 588819; in the data active means activation above about 19%, passing the limit was not always enough
CHRM1 antagonist: antagonists of human M1 muscarinic receptor | AID 588852 | CHO-K1 hM1, Fluo-8 calcium fluorescence, ACh EC80 antagonist | 1.3% of 360,000 active | inhibition, % at 3 µM;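 active means percent inhibition above its own plate's cutoff, namely the mean of that plate's compound wells plus 3 SD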;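 further: peak over basal fluorescence ratio during 140 s after agonist addition; 0% = ACh EC80 plus DMSO and 100% = DMSO alone without agonist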
CHO parental Ca: counter-screen: ATP calcium response change in parental CHO cells; 0.63% of 330,000 active; parental CHO-K1, ATP-induced calcium, Fluo-8 fluorescence; inhibition, % at 5.6 µM; AID 463079;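 active means inhibition above that plate's mean sample inhibition plus 3 SD, cut at about 26% in these data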;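 further: 0% = ATP-challenged DMSO wells and 100% = DMSO wells without ATP; some compounds past the cut are filed as inactive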
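Assay system: parental CHO cells; Read-out basis: percent inhibition of ATP-evoked calcium rise, normalized to controls; Benchmarks: ATP and no-ATP DMSO wells; Compound dosing: single nominal dose of 5.6 µM per compound; Signal: Fluo-8 calcium dye fluorescence; Also added: ATP as calcium-mobilizing challenge; Repeats: singlicate.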
OXTR potentiator: potentiates the human oxytocin receptor response | 0.061% of 320,000 active | activation, % at 3 µM | CHO-OTR cells, Fluo-8 calcium fluorescence, potentiator mode; 0% = oxytocin EC15, 100% = EC100;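 active means activation above that plate's cutoff, the mean activation of tested compounds plus 3 SD, cut at about 6.6% in these data, passing the limit was not always enough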;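 further: 100% uses oxytocin at 75 nM as the full agonist control; some results filed as inactive read as strong as hits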
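System: human OTR in CHO cells; Also added: sub-maximal oxytocin, roughly EC15; Timing: compound 6 min at room temperature before oxytocin, 100 s read; Technique: Fluo-8 intracellular calcium fluorescence, ex 470-495, em 515-575 nm; Controls: oxytocin EC15 low and EC100 high; Replication: singlicate.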
TAAR1 ag: human TAAR1 agonism; CHO RD-HGA16 TAAR1, Fluo-8 calcium fluorescence; vehicle wells 0%, saturating PEA agonist 100%; activation, % at 3 µM; 0.99% of 360,000 active; AID 624467;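 active means activation above the mean activation of all test compounds in the run plus 3 SD, cut at about 38% in these data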
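test system = CHO RD-HGA16 cells carrying human TAAR1 plus Gα16 | schedule = 17-24 h seeding, 75 min 37 °C dye, 30 min RT | compound dosing = 3 µM single concentration | control set = DMSO and PEA EC100 | replicates = n 1 | signal = Fluo-8 fluorescence, 5 s baseline then 140 s kinetic read | measure = percent activation vs PEA EC100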
An asterisk follows results filed as active; · = not tested or not shown. Compounds were not picked by outcome, and some 3.7% of all compounds hit somewhere here.

Sequence of screens: TAAR1 antag | V1R ag counter | OXTR ag | CHRM1 agonist | CHRM1 PAM | CHRM1 antagonist | CHO parental Ca | OXTR potentiator | TAAR1 ag
CCOC(=O)c1c(C)[nH]c(C(=O)COC(=O)CCNS(=O)(=O)c2ccc(NC(C)=O)cc2)c1C
 : -6 | 0.1 | -0.4 | -6 | 2 | -6 | -4 | -3 | 10
CCOc1ccc(C(=O)CCC(=O)NN2C(=O)NC3(CCCCC3)C2=O)cc1
 : -28 | 0.1 | 0.0 | -3 | 9 | -11 | -7 | 1 | 4
CCn1nnnc1SCC(=O)Nc1nc2ccccc2s1
 : 5 | 1.1 | -0.2 | -5 | 4 | -14 | 3 | -8 | 8
CC(C)C(=O)Nc1ccccc1N1CCN(S(C)(=O)=O)CC1
 : -5 | -0.4 | -1.5 | -2 | 6 | -4 | -14 | -10 | 10
CCCc1nc(N)sc1C(=O)OCC
 : -4 | -0.2 | -0.5 | 0 | 8 | -25 | -9 | -3 | 14
Cc1cc(C)nc(NC(=S)Nc2ccc(Br)cc2Cl)c1
 : -3 | 2.0 | 0.0 | -4 | -7 | 5 | 0 | -1 | 1
CCOc1ccc(-n2ccnc2SCC(=O)Nc2cc(C)on2)cc1
 : -10 | 0.5 | 1.3 | -2 | 0 | 2 | -8 | 3 | 2
O=C(CCC(=O)N1CCN(C2CCCC2)CC1)Nc1nnc(C(F)(F)F)s1
 : -7 | -0.5 | -1.5 | 11 | 3 | -9 | -17 | -12 | -1
COc1cc(Cl)ccc1OCc1cc(C(=O)N2CCCCCC2)no1
 : -5 | -0.4 | -0.1 | -8 | -2 | -2 | -7 | -8 | 1
O=C1C(Cl)=C(Nc2ccccc2O)C(=O)N1c1ccccc1
 : 27 | 1.8 | 1.6 | 6 | 4 | -14 | 3 | -11 | 4
COc1ccc(-c2c3c(=O)n(C)c(=O)n(C)c3cn2-c2ccc(O)cc2)cc1
 : -26 | -0.5 | -1.4 | 1 | -4 | 17 | -4 | -14 | 3
CC(C)n1cnc2cc(NCc3ccccn3)ccc21
 : -2 | -1.0 | 0.2 | -7 | -2 | -3 | -8 | -1 | 6
CN(C)CCCNC(=S)NCC(c1ccc(Cl)cc1Cl)c1c[nH]c2ccccc12 (stereo not drawn)
 : 40 | 6.3 | 8.1 | -9 | -5 | 6 | 43* | -11 | 13
O=C(CCN1C(=O)c2ccncc2C1=O)Nc1ccc(F)cc1
 : -5 | 1.4 | 0.3 | -2 | 6 | -13 | -10 | -4 | 0
COc1ccc(-c2cc3cc(OC)c(OC)cc3cn2)cc1
 : -2 | -0.1 | -0.9 | -9 | 5 | -5 | -10 | 1 | 3
NC(=O)CC(NC(=O)Cc1ccc(Br)cc1)c1ccc(NC2CCCCCCC2)c([N+](=O)[O-])c1 (stereo not drawn)
 : 0 | · | · | -1 | -3 | 4 | · | · | 3
O=C(Cc1ccc(NC2=NC3CS(=O)(=O)CC3S2)cc1)NCCc1ccccc1 (stereo not drawn)
 : -20 | 0.6 | 0.5 | -2 | 9 | -8 | 4 | -2 | 3
CCn1c(/C=N/c2nc3ccccc3n2C)nc2ccccc21
 : -10 | 0.4 | 0.6 | -4 | 5 | -13 | -18 | -6 | 6
O=C(c1ccc(Cl)cc1)c1cc([N+](=O)[O-])ccc1N1CCOCC1
 : -20 | -0.3 | -2.6 | -7 | 1 | 0 | -23 | -1 | 4
CCOc1cc2c3c(c1)C(C)=CC(C)(C)N3C(=O)C2=O
 : -18 | -1.9 | -2.6 | -7 | 8 | -6 | -11 | 0 | -2

(continued)
SMILES	TAAR1 antag	V1R ag counter	OXTR ag	CHRM1 agonist	CHRM1 PAM	CHRM1 antagonist	CHO parental Ca	OXTR potentiator	TAAR1 ag
O=C(CN1C(=O)NC2(CCCC2)C1=O)Nc1cc(C(F)(F)F)ccc1N1CCCCC1	-27	11	-1.8	4	16	-3	-17	2	-2
Cc1cc(N2CCCCC2)n2ncc(-c3ccccc3)c2n1	-2	-0.1	-0.9	-5	-14	16	-10	1	15
O=C(Cn1cnc2c(OCc3ccccc3)ncnc21)NCCc1c[nH]c2ccccc12	-9	4.0	4.5	-1	7	-3	-8	-7	9
Fc1ccccc1-c1nc(-c2ccc(Br)o2)no1	11	-0.7	-1.0	-4	0	-11	-5	-15	0
Cc1ccccc1CSc1nnc(-c2ccccn2)n1C	-7	-0.4	-0.8	-5	1	-3	-23	-1	6
CCCCC(=O)N(C)c1c(C)nc2ccc(C(=O)NCCOc3ccc(OC)cc3)cn12	-16	·	·	-4	7	-19	·	·	1
CC(=O)NNc1cc(C)nc(N)n1	-11	-1.6	0.8	-2	12	4	0	-1	2
C=CC[C@H]1CC(Cc2ccccc2)=C[C@H](CC=C)N1	-12	0.7	0.2	-8	-4	-6	-7	3	6
CCSc1nnc(NC(=O)CSc2nc3c(c(=O)n2CCOC)SC(C)C3)s1 (stereo not drawn)	2	-0.4	-0.5	-7	7	-7	-7	1	0
Cc1cc(NC(=O)Cn2nnc3sc4c(c3c2=O)CCCC4)no1	-3	-0.2	-1.8	2	11	-20	-9	-2	5
Cc1ccc(C)c(CN2CCC(CNC(=O)Nc3ccc(C)c(F)c3)CC2)c1	0	4.3	2.7	-8	4	-6	-10	-16	3
Cc1c(OCc2nn[nH]n2)ccc2c3c(c(=O)oc12)CCCC3	0	-0.8	-0.2	-3	13	-6	-11	-9	2
COc1ccc([C@@H]2[C@@H]3C(=O)N(C(C)(C)C)C(=O)[C@@H]3[C@]3(Cc4ccc(Cl)cc4)C(=O)N(c4ccc(Br)cc4)C(=O)N23)cc1	-5	2.5	-1.3	2	18	-21	-17	-1	6
CN(C)c1cncc(C(=O)O)c1	-10	0.2	0.4	-3	-5	7	-8	-4	8
CCCN(C(=O)COC(=O)CSc1ccc(C(N)=O)cc1[N+](=O)[O-])C1CCS(=O)(=O)C1 (stereo not drawn)	-24	·	·	-1	6	-6	·	·	2
COc1ccc(/C=N/OCC(=O)Nc2nc3ccccc3s2)cc1	-20	1.0	-0.8	-4	12	-4	-14	0	0
O=C(CN1C(=O)NC2(CCCC2)C1=O)Nc1ccccc1F	3	0.1	0.4	-4	2	-2	3	1	14
O=C(CNC(=O)c1ccco1)NCC(=O)OCc1ccc(Cl)cc1Cl	-5	0.2	-0.1	-4	9	-17	-12	-1	1
O=C(Cc1ccccc1)Nc1c(C(=O)N2CCOCC2)cnn1-c1ccccc1	-20	-0.6	0.4	-4	6	-10	-19	-2	10
COc1ccsc1C(=O)NCCN1CCOCC1	-11	6.4	-0.5	-2	-3	12	2	-4	1

Sorted by heavy-atom count (rising): part of the list above.
SMILES	TAAR1 antag	V1R ag counter	OXTR ag	CHRM1 agonist	CHRM1 PAM	CHRM1 antagonist	CHO parental Ca	OXTR potentiator	TAAR1 ag
O=C1C(Cl)=C(Nc2ccccc2O)C(=O)N1c1ccccc1	27	1.8	1.6	6	4	-14	3	-11	4
COc1cc(Cl)ccc1OCc1cc(C(=O)N2CCCCCC2)no1	-5	-0.4	-0.1	-8	-2	-2	-7	-8	1
CCCN(C(=O)COC(=O)CSc1ccc(C(N)=O)cc1[N+](=O)[O-])C1CCS(=O)(=O)C1 (stereo not drawn)	-24	·	·	-1	6	-6	·	·	2

The listing continues.
SMILES	TAAR1 antag	V1R ag counter	OXTR ag	CHRM1 agonist	CHRM1 PAM	CHRM1 antagonist	CHO parental Ca	OXTR potentiator	TAAR1 ag
CCOC(=O)C1=C(C)NC(=O)NC1c1ccco1 (stereo not drawn)	12	-0.1	0.1	-5	8	-14	0	3	5
Cc1cccc(/C=N/NC(=O)C2CCCNC2=O)c1 (stereo not drawn)	-31	-0.4	2.0	-8	8	-11	-6	0	5
Cc1cccc(N2CCN(S(=O)(=O)c3ccc4c(c3)CCN4C(=O)CCC(=O)O)CC2)c1C	9	-0.4	0.1	-3	5	-9	-12	-1	9
NC(=S)N/N=C1\c2ccccc2-c2c(C(=O)O)cccc21	-2	0.9	-0.2	-1	1	1	3	-5	1
COc1ccc(Cl)cc1NC(=O)C(C)N1CCN(c2ccccn2)CC1 (stereo not drawn)	12	-1.3	-0.5	-7	5	-14	-7	-1	-1
CCCCC(=O)N/N=C/c1ccc(N2CCOCC2)c([N+](=O)[O-])c1	9	-0.1	0.1	-8	0	3	-2	4	1
O=C(CCCN1C(=O)C(c2ccccc2)Oc2cccnc21)NCc1ccccc1Cl (stereo not drawn)	-4	2.5	0.6	0	-10	26	-28	-10	3
CNC(=O)CS(=O)CC(=O)Nc1cc(OCCOC)c(Cl)cc1Cl (stereo not drawn)	1	1.0	-0.5	-4	7	-9	11	-3	3
COc1ccccc1C(=O)OCc1nc(N)nc(Nc2ccccc2C)n1	10	0.0	-0.8	-5	12	-4	4	-4	7

Structural class: those above containing an aryl methoxy group (9)
SMILES	TAAR1 antag	V1R ag counter	OXTR ag	CHRM1 agonist	CHRM1 PAM	CHRM1 antagonist	CHO parental Ca	OXTR potentiator	TAAR1 ag
COc1cc(Cl)ccc1OCc1cc(C(=O)N2CCCCCC2)no1	-5	-0.4	-0.1	-8	-2	-2	-7	-8	1
COc1ccc(-c2c3c(=O)n(C)c(=O)n(C)c3cn2-c2ccc(O)cc2)cc1	-26	-0.5	-1.4	1	-4	17	-4	-14	3
COc1ccc(-c2cc3cc(OC)c(OC)cc3cn2)cc1	-2	-0.1	-0.9	-9	5	-5	-10	1	3
CCCCC(=O)N(C)c1c(C)nc2ccc(C(=O)NCCOc3ccc(OC)cc3)cn12	-16	·	·	-4	7	-19	·	·	1
COc1ccc([C@@H]2[C@@H]3C(=O)N(C(C)(C)C)C(=O)[C@@H]3[C@]3(Cc4ccc(Cl)cc4)C(=O)N(c4ccc(Br)cc4)C(=O)N23)cc1	-5	2.5	-1.3	2	18	-21	-17	-1	6
COc1ccc(/C=N/OCC(=O)Nc2nc3ccccc3s2)cc1	-20	1.0	-0.8	-4	12	-4	-14	0	0
COc1ccsc1C(=O)NCCN1CCOCC1	-11	6.4	-0.5	-2	-3	12	2	-4	1
COc1ccc(Cl)cc1NC(=O)C(C)N1CCN(c2ccccn2)CC1 (stereo not drawn)	12	-1.3	-0.5	-7	5	-14	-7	-1	-1
COc1ccccc1C(=O)OCc1nc(N)nc(Nc2ccccc2C)n1	10	0.0	-0.8	-5	12	-4	4	-4	7
